Assay outcomes from PubChem BioAssay.
m5-HT2A agonist: mouse Htr2a agonists via beta-arrestin recruitment, primary screen, cell-based, luminescence; 5-hydroxytryptamine receptor 2A (Mus musculus), P35363; CHO-K1 mHTR2A beta-arrestin complementation; percent of 30 µM serotonin response; activation, % at 7.6 µM; 0.66% of 360,000 active; AID 624169, 2012;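 active means activation above a run cutoff, the mean activation of all tested compounds plus 3 SD, cut at about 14% in these data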;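 further: 0% = plate median of compound wells and 100% = 30 µM serotonin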
Glyco luc inh: increase of ERlucT glycosylation luciferase signal, primary screen, N-linked glycosylation inhibitor project, D54 ERlucT cells, luminescence, set 2. AID 588692, 2011. 0.23% of 360,000 active. reporter increase, % at 12.5 µM. D54 ERlucT glycosylation luciferase reporter, 24 h; percent of 100 nM tunicamycin response;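 active means mean luciferase reporter signal, scaled so untreated is 0 and the glycosylation-blocking control 100, at or above a set limit in every replicate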;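 further: luciferase carries N-glycosylation sites so blocking glycosylation raises the light; 0% = median of neutral control wells and 100% = median of 100 nM tunicamycin wells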
Cardio protect: cardioprotection against H2O2-induced cell death, primary screen, uHTS, H9c2 cells, ATPLite luminescence; H9c2 cardiomyocytes, H2O2 injury protection, 2 h; protection from H2O2 cell death, % at 20 µM; 0.63% of 360,000 active;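 active means compounds giving at least 50% protection of heart cells from peroxide-induced death in the single-dose screen, raw or plate-pattern-corrected value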;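 further: 0% = DMSO wells with peroxide and 100% = DMSO wells without peroxide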
MC4R antagonist: MC4R antagonists of cAMP signaling, primary screen, cell-based, TR-FRET, antagonist arm of biased-ligand search | Melanocortin receptor 4 (Homo sapiens), P32245 | 0.48% of 360,000 active | inhibition, % at 6.5 µM | AID 540295, 2011 | MC4R-expressing cells, MTII-stimulated cAMP, LANCE TR-FRET;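 active means inhibition above its plate's cutoff, the mean of tested wells on that plate plus 3 SD, cut at about 29% in these data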;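 further: 0% = Melanotan II alone and 100% = Melanotan II plus saturating MCL0020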
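system = U2OS cells with stable human MC4R expression | also added = Melanotan II challenge after compound preincubation | dosing = one concentration, 6.5 µM nominal | incubation = compound 30 min, challenge 1 h, detection 1 h | measured by = TR-FRET with Eu-cAMP and labeled anti-cAMP, 671 nm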
SRC2 inh: inhibition of GAL4-SRC2 driven luciferase reporter, primary screen, SRC2 inhibitor project, cell-based, luminescence. Nuclear receptor coactivator 2 (Homo sapiens), Q15596. HEK293 GAL4-SRC2 luciferase reporter. inhibition, % at 9 µM. 0.17% of 370,000 active. AID 651957, 2012;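 active means inhibition above the mean inhibition of all tested compounds plus 3 SD, set per campaign, cut at about 52% in these data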;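 further: 0% = DMSO treated cells and 100% = cells given Gossypol at 36 µM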
TLR9-MyD88 block: inhibitors of TLR9-MyD88 association in cells, primary screen, cell-based, CHO, BLA complementation, fluorescence; CCF4 FRET ratio; AID 504734, 2011; 0.21% of 340,000 active; Toll-like receptor 9 (Homo sapiens) + Myeloid differentiation primary response protein …; inhibition, % at 4.98 µM;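 active means inhibition above the mean over all tested compounds plus 3 SD, cut at about 21% in these data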;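 further: 0% = DMSO only wells and 100% = clavulanate BLA inhibitor control wells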
ABCB6 inh MLPCN: ABCB6 transporter inhibitors, primary screen, K562-ABCB6 cells, flow cytometry, MLPCN library. ATP-binding cassette sub-family B member 6 (Homo sapiens), Q9NP58. fluorescence ratio to DMSO, % at 10 µM. 0.19% of 360,000 active. K562-ABCB6 porphyrin accumulation, 1 h; active compounds read low;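 active means fluorescence ratio to DMSO below 75%, the collection mean minus 3 SD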;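 further: signal is porphyrin accumulated inside mitochondria; 100% equals median channel fluorescence of DMSO control wells; lower ratio means ABCB6 inhibition with less porphyrin fluorescence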
NOD2 RIPK2 PPI: NOD2-RIPK2 binding disruptors in cells, primary screen, fluorescence, CHO cells, BLA complementation | Receptor-interacting serine/threonine-protein kinase 2 (Homo sapiens), O43353 | CCF4 ratio | inhibition, % at 4.98 µM | 0.38% of 360,000 active | AID 624267, 2012; in the data active means inhibition above about 21%;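 further: 0% = vehicle only and 100% = reference blocker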
ABHD5-PLIN5 inh: ABHD5-PLIN5 interaction inhibitors, primary screen, cell lysate, split luciferase complementation, luminescence. 0.78% of 360,000 active. Perilipin-5 (Homo sapiens) + 1-acylglycerol-3-phosphate O-acyltransferase ABHD5 (Homo …. inhibition, % at 4 µM. Split G. princeps luciferase complementation, 4 h;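 active means inhibition above the mean inhibition across every tested compound plus 3 SD, cut at about 22% in these data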;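 further: 0% = DMSO only wells and the 100% control is not disclosed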
Target sequence (Q00G26 whole entry, looked up): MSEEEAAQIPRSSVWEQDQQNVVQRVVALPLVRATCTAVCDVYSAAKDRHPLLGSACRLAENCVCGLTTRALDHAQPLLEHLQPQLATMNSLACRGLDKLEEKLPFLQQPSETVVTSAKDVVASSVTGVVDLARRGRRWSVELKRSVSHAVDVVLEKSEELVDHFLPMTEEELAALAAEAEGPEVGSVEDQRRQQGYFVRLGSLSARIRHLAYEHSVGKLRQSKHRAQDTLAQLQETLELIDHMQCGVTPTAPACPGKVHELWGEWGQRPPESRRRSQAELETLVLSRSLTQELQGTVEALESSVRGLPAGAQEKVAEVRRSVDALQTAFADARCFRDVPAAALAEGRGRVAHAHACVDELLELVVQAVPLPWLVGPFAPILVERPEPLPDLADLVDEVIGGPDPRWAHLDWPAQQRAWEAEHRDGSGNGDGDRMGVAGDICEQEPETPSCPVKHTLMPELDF
Target sequence (Q8WTS1 whole entry, looked up): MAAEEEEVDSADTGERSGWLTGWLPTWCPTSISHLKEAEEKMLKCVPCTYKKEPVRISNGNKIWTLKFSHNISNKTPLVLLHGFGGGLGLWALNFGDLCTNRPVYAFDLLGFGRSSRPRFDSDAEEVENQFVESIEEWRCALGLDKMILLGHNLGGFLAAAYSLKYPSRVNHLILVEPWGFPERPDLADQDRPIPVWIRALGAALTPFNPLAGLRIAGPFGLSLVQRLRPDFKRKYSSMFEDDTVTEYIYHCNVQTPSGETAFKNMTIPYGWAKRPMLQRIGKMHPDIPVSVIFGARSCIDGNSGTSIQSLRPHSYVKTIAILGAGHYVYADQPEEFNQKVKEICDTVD
MC4R ag barr: MC4R agonists recruiting beta-arrestin, primary screen, cell-based, luminescence, agonist arm of biased-ligand search; Melanocortin receptor 4 (Homo sapiens), P32245; U2OS MC4R beta-arrestin complementation; percent of melanotan II response, DMSO zero; activation, % at 8.9 µM; 0.98% of 360,000 active; AID 540308, 2011;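 active means activation above a per-plate cutoff, the mean activation of sample wells on that plate plus 3 SD, cut at about 8% in these data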
* = called active by the depositor; · = no result given.

SMILES	m5-HT2A agonist	Glyco luc inh	Cardio protect	MC4R antagonist	SRC2 inh	TLR9-MyD88 block	ABCB6 inh MLPCN	NOD2 RIPK2 PPI	ABHD5-PLIN5 inh	MC4R ag barr
CC(=O)c1cc2ccc(O)cc2oc1=O	4.8	-0.1	1.9	-1.2	3.1	-50.8	99.0	-69.7	1.1	-0.5
CNc1nc(C)c(C(C)=O)cc1C#N	0.2	-1.2	-6.1	-5.3	-18.2	5.2	95.0	1.4	-0.6	-0.5
O=C(COC(=O)CCCN1C(=O)c2cccc3cccc(c23)C1=O)Nc1ccc(Cl)cc1	0.5	6.3	8.3	14.7	-4.5	4.7	97.0	-1.0	0.9	-1.8
C[C@H](NC(=O)c1ncn2c1C(=O)NC[C@@H]2C)c1ccccc1	0.5	-0.7	7.8	8.0	-23.2	16.0	99.0	3.3	4.2	-0.7
COc1ccc(CNn2c(C)nc3ccccc3c2=O)cc1	3.2	4.4	21.3	-2.5	-2.4	2.6	97.0	-14.2	1.4	0.6
COc1cc(-c2nc(Cc3ccccc3Cl)no2)cc(OC)c1OC	0.3	-2.1	-4.1	6.5	2.0	-6.5	98.0	-11.3	2.8	-1.5
CC(=O)c1cc2c(cc1NS(=O)(=O)c1ccc(F)cc1)OCO2	-0.8	-1.0	8.8	-6.1	-7.3	-7.9	97.0	-8.5	1.5	2.4
CC(=O)c1c(C)[nH]c(C(=O)COC(=O)c2cccs2)c1C	-3.1	1.3	0.3	-4.2	-5.2	3.0	96.0	-20.1	5.8	-0.8
Cc1ccccc1Oc1ccc2c(c1)[C@@H]1C[C@H](N(C)C(=O)c3ccc(C#N)cc3)[C@H]([C@H](C)O)C(=O)N1CC2	3.9	3.1	4.4	-2.3	14.0	-7.2	97.0	-5.4	-0.3	-0.5
COc1ccc(CN2CCN(C(=O)c3cc(-c4cccnc4)nc4ccc(Cl)cc34)CC2)c(OC)c1OC	7.3	-5.2	46.6	17.2	0.5	0.3	97.0	1.0	-1.4	-1.1
NC(=O)C1CCN(CCC(=O)Nc2cccc(Cl)c2)CC1	-5.5	-1.4	5.1	-2.5	11.6	-13.2	103.0	-15.3	-0.1	0.2
CC(=O)c1ccc(NC(=O)CN2C(=O)NC3(CCCc4ccccc43)C2=O)cc1 (configuration not stated)	-3.8	4.3	6.2	1.3	-7.4	7.5	103.0	-4.1	5.0	-0.7
Cn1c(=O)c(C(=O)Nc2ccccc2S(N)(=O)=O)c(O)c2ccccc21	3.5	-1.3	-11.1	3.6	-37.4	0.8	101.0	-4.0	5.2	-0.8
FC(F)(F)c1ccncc1-c1nnc(C2CCCCC2)o1	2.6	-0.6	3.4	1.9	13.6	-4.3	89.0	7.2	-3.4	-0.4
CCc1noc(C)c1C(=O)N(C)CC(=O)Nc1ccccc1C(F)(F)F	-7.0	-1.9	6.5	6.5	-1.0	-3.4	99.0	-3.8	5.8	-1.9
CCc1ccc(CN(C(=O)c2cccs2)C2CCS(=O)(=O)C2)cc1 (configuration not stated)	0.9	-0.2	-1.4	5.8	5.5	1.9	97.0	4.9	5.5	-1.8
COc1cc(C(=O)N2CCC(C(N)=O)CC2)ccc1OCc1c(C)noc1C	3.0	0.2	-1.0	-7.7	-40.6	0.9	91.0	-6.6	5.5	-1.4
COc1ccc(-n2cnc3cc(C(=O)NC4CCCC4)ccc32)cc1	0.2	-0.4	-1.6	1.0	9.5	8.5	108.0	-2.0	1.2	-2.0
Cc1cccc(C)c1NC(=O)C1CCN(S(C)(=O)=O)CC1	0.0	0.7	3.3	13.9	-14.1	-0.3	100.0	2.8	17.1	2.1
CCc1cccc(C)c1NC(=O)CSc1nnc(CCCOc2ccc(Cl)cc2Cl)n1C	4.1	-3.1	-0.8	9.9	37.6	8.3	93.0	6.2	3.7	2.0
O=C1C=C(c2cc(Cl)cc(Cl)c2)C[C@@H](c2ccc(F)cc2)C1	-8.9	-3.9	-3.8	0.8	-25.8	-3.0	96.0	6.7	-5.5	2.7
Cc1ccc(S(=O)(=O)CCSC(=N)N)cc1	-4.2	-1.1	-1.1	13.2	35.1	-2.3	99.0	1.0	1.0	-3.8
COc1ccc(OCc2nc(N)nc(Nc3ccccc3)n2)cc1	-3.5	8.6	-5.9	5.4	-32.4	5.0	96.0	5.0	1.3	-1.9
CCN(CC)S(=O)(=O)c1ccc(NC2c3ccccc3C(=O)N2CCN2CCOCC2)cc1 (configuration not stated)	3.2	0.2	0.5	2.4	13.5	-3.1	103.0	-18.2	0.4	-0.1
COc1cc(CN2CCN(Cc3c[nH]c4ccccc34)CC2CCO)cc(OC)c1 (configuration not stated)	19.4*	0.8	-2.8	1.8	-1.0	-3.8	101.0	1.8	2.0	-1.1
Cc1cccc(C)c1NC(=S)NCc1ccncc1	3.7	0.9	0.1	8.9	-5.6	-2.3	100.0	0.9	-0.1	-3.0
COCc1cc(C)nc(SCC(=O)NC2CCCCC2C)c1C#N (configuration not stated)	0.1	-0.7	-0.9	2.7	16.2	14.3	96.0	-1.4	-5.7	-3.2
Cc1cn(CC(=O)NCCc2ccccn2)c(=O)[nH]c1=O	10.6	-0.1	3.1	13.8	14.8	0.3	98.0	0.0	-5.5	1.1
O=C(O)CNC(=O)c1ccc(NS(=O)(=O)c2ccc3ccccc3c2)cc1	-9.7	0.5	1.3	13.6	-3.7	-2.9	91.0	-12.1	-6.6	-0.6
C/C(=N\NC(=O)c1nnn(-c2nonc2N)c1-c1cccs1)c1cccc(O)c1	6.4	2.7	0.2	5.3	6.1	15.7	93.0	-47.0	3.5	-0.9
O=C(Nc1ccc(N2CCOCC2)c(Cl)c1)c1ccc(Cl)cc1	2.7	-5.8	5.5	7.0	-31.1	7.6	95.0	4.1	-3.9	-0.1
NCCCC(=O)O	-2.3	2.7	1.5	19.2	2.4	-4.0	102.0	-0.9	3.6	-0.3
c1ccc(COc2ccc(CNCc3cccnc3)cc2)cc1	-3.6	-3.8	2.0	3.1	-43.6	-2.1	100.0	11.7	3.6	-2.4
CCn1c(=O)cc(OCC(=O)N2CCc3ccccc32)c2ccccc21	3.1	0.9	14.4	-5.0	-27.4	0.0	94.0	-3.6	0.5	0.6
O=C(c1ccco1)N1CCN(C(c2ccccc2F)c2nnnn2CC2CCCO2)CC1 (configuration not stated)	2.0	-1.9	0.9	-1.8	-19.2	11.8	94.0	0.7	5.3	1.0
CCN(CC)CCn1c2c(c(SCC(=O)Nc3cc(C)cc(C)c3)nc1=O)CCC2	-7.5	-2.7	-0.7	8.5	-18.2	1.0	99.0	-5.5	16.4	-0.3
O=c1c2cc([N+](=O)[O-])ccc2nc2n1CCCC2	-0.6	-2.5	-2.8	3.6	-0.4	1.2	97.0	-4.7	3.7	-0.7
CCN(C[C@H]1N[C@@](CC)(C(=O)OC)[C@H]2C(=O)N(C)C(=O)[C@@H]12)C(=O)Nc1ccc(Cl)cc1	0.9	1.4	-3.2	15.6	-4.1	3.2	98.0	-2.9	-1.7	1.4
CC(=O)N1CC=CC1(CC(C)C)C(=O)NCCN1CCOCC1 (configuration not stated)	5.1	-0.5	10.7	5.4	-48.2	-6.7	102.0	-5.2	1.6	-0.2
COc1cc(Cn2c3ccc(NC(=O)CCc4ccc(O)cc4)cc3c(=O)n2C)ccc1F	-2.6	1.5	-0.1	3.3	-5.6	·	97.0	-1.6	6.2	-0.1
CCn1nc(C)c(CNC(=O)c2cc(COc3ccc(C)nc3)on2)c1C	11.8	1.4	-9.8	0.5	11.2	6.9	93.0	0.1	-3.2	-1.6
CCn1c(=O)c2c(nc(SCC(=O)N3CCCC(C)C3)n2C)n(C)c1=O (configuration not stated)	1.5	3.2	15.5	11.5	7.1	7.2	102.0	1.0	-5.9	-0.2
CC1CCCN(c2nc3c(c(=O)[nH]c(=O)n3C)n2CCCc2ccccc2)C1 (configuration not stated)	3.4	-0.5	8.0	2.9	-10.1	-3.6	98.0	-0.6	-4.8	3.6
CC(C)(C)CC(=O)Nc1nnc(SCC(=O)N2CCCCC2)s1	4.2	-0.3	1.0	8.5	-17.4	1.3	94.0	-4.9	3.9	0.2
Cc1ccc(-c2nnc(N3CCN(CCO)CC3)c3ccccc23)cc1	-9.2	-2.1	3.0	6.0	-4.7	2.0	95.0	0.5	0.2	-2.1

Two records drawn at random from those above, as already listed:
SMILES	m5-HT2A agonist	Glyco luc inh	Cardio protect	MC4R antagonist	SRC2 inh	TLR9-MyD88 block	ABCB6 inh MLPCN	NOD2 RIPK2 PPI	ABHD5-PLIN5 inh	MC4R ag barr
CCn1nc(C)c(CNC(=O)c2cc(COc3ccc(C)nc3)on2)c1C	11.8	1.4	-9.8	0.5	11.2	6.9	93.0	0.1	-3.2	-1.6
CC(C)(C)CC(=O)Nc1nnc(SCC(=O)N2CCCCC2)s1	4.2	-0.3	1.0	8.5	-17.4	1.3	94.0	-4.9	3.9	0.2

An excerpt from above in order of molar mass, ascending.
SMILES	m5-HT2A agonist	Glyco luc inh	Cardio protect	MC4R antagonist	SRC2 inh	TLR9-MyD88 block	ABCB6 inh MLPCN	NOD2 RIPK2 PPI	ABHD5-PLIN5 inh	MC4R ag barr
c1ccc(COc2ccc(CNCc3cccnc3)cc2)cc1	-3.6	-3.8	2.0	3.1	-43.6	-2.1	100.0	11.7	3.6	-2.4
CC(=O)c1cc2c(cc1NS(=O)(=O)c1ccc(F)cc1)OCO2	-0.8	-1.0	8.8	-6.1	-7.3	-7.9	97.0	-8.5	1.5	2.4
CCN(C[C@H]1N[C@@](CC)(C(=O)OC)[C@H]2C(=O)N(C)C(=O)[C@@H]12)C(=O)Nc1ccc(Cl)cc1	0.9	1.4	-3.2	15.6	-4.1	3.2	98.0	-2.9	-1.7	1.4
COc1ccc(CN2CCN(C(=O)c3cc(-c4cccnc4)nc4ccc(Cl)cc34)CC2)c(OC)c1OC	7.3	-5.2	46.6	17.2	0.5	0.3	97.0	1.0	-1.4	-1.1

The list is partial. The share of hits here may be higher or lower than overall.
